Casp6 inh = blocks human caspase-6 cleavage activity; P55212; purified caspase-6, Z-VEID-R110 cleavage fluorescence; inhibition, % at 12.5 µM; actives 0.53% (n = 350,000); AID 686996;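 active means mean inhibition across replicates at least about 35%, with every replicate also reaching that limit, limit read from the data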;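 further: 0% = median of neutral control wells and 100% = no fluorescence left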
Target sequence (P55212 24-179 limits assumed): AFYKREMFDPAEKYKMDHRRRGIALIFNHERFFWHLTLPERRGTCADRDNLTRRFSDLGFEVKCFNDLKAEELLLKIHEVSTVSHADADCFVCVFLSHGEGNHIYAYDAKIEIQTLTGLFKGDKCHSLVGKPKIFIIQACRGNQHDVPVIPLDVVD
Target sequence (P55212 194-293 limits assumed): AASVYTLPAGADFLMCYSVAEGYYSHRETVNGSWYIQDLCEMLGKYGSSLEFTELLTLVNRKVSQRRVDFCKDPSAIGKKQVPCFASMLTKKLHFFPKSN
FN deposit inh = fibronectin deposition inhibition; inhibition, % at 12.6 µM; actives 0.086% (n = 350,000); AID 743247; AH1F fibroblasts, Alexa488-fibronectin deposition fluorescence, overnight;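 active means mean inhibition across replicates of 30% or more, regardless of how many single replicates reach that level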;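 further: positive control wells lacked labelled fibronectin entirely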
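Material: AH1F fibroblast monolayer depositing Alexa488-labelled fibronectin into matrix | Input: 10000 AH1F cells/well | Medium: DMEM plus 2% serum, read in PBS | Reagent: Alexa488-fibronectin, 24 nM final in well | Compound dosing: One dose per compound, pinned | Schedule: 1 h adhesion, overnight exposure | Measured by: Fluorescence at 485 nm excitation, 525 nm emission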
SIRT5 inh = blocks human SIRT5 desuccinylation of peptide; Purified SirT5, succinyl-peptide AMC, trypsin-coupled fluorescence; AID 652115; actives 1.1% (n = 330,000); Q9NXA8; inhibition, % at 15 µM; in the data active means inhibition above about 15%
Target sequence (Q9NXA8 whole entry, looked up): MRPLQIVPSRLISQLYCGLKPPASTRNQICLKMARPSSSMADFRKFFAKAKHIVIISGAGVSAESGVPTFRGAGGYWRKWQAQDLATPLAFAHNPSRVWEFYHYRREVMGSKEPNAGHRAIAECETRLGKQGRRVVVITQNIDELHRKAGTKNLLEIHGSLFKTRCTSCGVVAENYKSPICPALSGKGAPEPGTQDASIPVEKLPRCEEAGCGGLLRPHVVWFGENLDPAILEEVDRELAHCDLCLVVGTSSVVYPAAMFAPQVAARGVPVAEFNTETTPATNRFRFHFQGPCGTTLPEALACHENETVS
Statin myotox sup = protects C2C12 myotubes from simvastatin toxicity | actives 0.78% (n = 330,000) | ATP luminescence, 48 h; scaled: DMSO 0, geranylgeraniol control 100 | AID 602340 | rescue of ATP level, % at 7.49 µM;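 active means mean ATP rescue above about 67%, or every replicate alone reaching that limit, limit read from the data, passing the limit was not always enough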;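 further: myotubes were challenged with 10 µM simvastatin during compound exposure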
esBAF inh = blocks esBAF chromatin remodeling in mouse ES cells; Bmi1-luciferase knock-in reporter, 24 h; 100% = twice the neutral-well signal; reporter increase, % at 12.5 µM; actives 2% (n = 350,000); in the data active means activation above about 40%;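 further: 0% = median of the plate's neutral control wells and 100% = double that signal; a rise in the Bmi1 reporter signal indicates esBAF inhibition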
LGR2 antag = Drosophila LGR2 receptor signaling inhibition. HEK293 LGR2, CRE-luciferase, bursicon-stimulated, 4 h. inhibition, % at 9.99 µM. actives 0.35% (n = 380,000);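 active means drop in luminescence signal, shown as inhibition above about 50% in the replicate tests, limit read from the data, passing the limit was not always enough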;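 further: agonist challenge used bursicon conditioned medium at about half maximal strength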
S100A4 MyoIIA = S100A4-myosin IIA interaction inhibition | P26447 | S100A4/TAMRA-MyoIIA peptide fluorescence polarization | inhibition, % at 10.7 µM | actives 0.14% (n = 360,000) | AID 652163;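 active means mean inhibition of at least 70% across replicates, with every replicate also reaching that level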
Target sequence (P26447 whole entry, looked up): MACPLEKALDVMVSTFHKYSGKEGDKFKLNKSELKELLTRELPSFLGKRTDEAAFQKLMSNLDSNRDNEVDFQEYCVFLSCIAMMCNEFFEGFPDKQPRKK
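Test system – S100A4 monomer (human) · Compound – single-point compound testing · Schedule – 5 min incubation before reading · Probe or stimulus – TAMRA-labelled myosin IIA heavy-chain peptide probe, 5 nM · Benchmarks – neutral control DMSO, positive control TFP · Medium – Calcium-containing HEPES buffer, pH 7.2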
Numbers without * were called inactive; . = no result given; & = joins results of further samples.

Start of the data: the first 2 entries, to show the layout:
Fields – SIRT5 inh, Statin myotox sup, FN deposit inh, Casp6 inh, LGR2 antag, S100A4 MyoIIA, esBAF inh
Cc1ccccc1-c1ccc2c(c1)O[C@H](CN(C)C(=O)Nc1ccc(F)cc1)[C@H](C)CN([C@H](C)CO)S2(=O)=O
  16*, -23, ., -2, 27, 4, -2
O=C(NNC(=S)NC(=O)c1cccc([N+](=O)[O-])c1)c1ccc(Br)cc1
  -3, -10, 6, 2, 10, 1, 2

Main list, previewed entries included:
Fields – SIRT5 inh, Statin myotox sup, FN deposit inh, Casp6 inh, LGR2 antag, S100A4 MyoIIA, esBAF inh
Cc1ccccc1-c1ccc2c(c1)O[C@H](CN(C)C(=O)Nc1ccc(F)cc1)[C@H](C)CN([C@H](C)CO)S2(=O)=O
  16*, -23, ., -2, 27, 4, -2
O=C(NNC(=S)NC(=O)c1cccc([N+](=O)[O-])c1)c1ccc(Br)cc1
  -3, -10, 6, 2, 10, 1, 2
Cc1ccc(N2CC(C(=O)OCC(=O)Nc3c(C)cccc3C)CC2=O)cc1 (configuration not stated)
  -2, 3, ., 1, 2, 5, 5
COc1cc(Nc2nc3c(N)cc(C(F)(F)F)cc3nc2-c2ccccc2)cc(OC)c1OC
  1, ., -2, -2, 2, 5, .
O=C(COC(=O)c1ccc(Br)o1)Nc1cccc(S(=O)(=O)N2CCOCC2)c1
  -4, -4, 2, -1, -3, 3, -1
COc1ccc(Cn2c(C)nnc2-c2cnn(C)c2N)cc1
  0, ., -18, -2, -8, -2, .
Cc1cnc(NC(=O)Cc2ccccc2Cl)s1
  -2, 1, 4, 0, -8, -6, 16
COC(=O)c1c2oc(c1C(=O)OC)C(=O)N[C@H](Cc1ccccc1)Cn1cc(nn1)CNC(=O)[C@H](Cc1ccccc1)NC(=O)N[C@@H](CO)CC2
  4, ., ., -1, ., 1, .
Cc1noc(C)c1S(=O)(=O)N(C)C[C@H]1Oc2c(NC(=O)c3ccc(-c4nccs4)cc3)cccc2C(=O)N([C@H](C)CO)C[C@H]1C
  4, -1, 1, 3, -17, 23, 11
Clc1ccc(OCc2nc(-c3ccncc3)no2)c(Br)c1
  ., 10, -11, -1, -66, -3, 22
Cc1ccc(S(=O)(=O)Oc2ccc(/C=C(/NC(=O)c3ccccc3)C(=O)NCCCC(=O)O)cc2)cc1
  -3, ., ., 0, 12, -3, .
Cc1cccc(C(=O)N2CCC(C)(C(=O)NS(=O)(=O)C3CC3)C2)c1C (configuration not stated)
  ., -3, 5, 1, 6, -2, -1
Cc1ccc(S(=O)(=O)Nc2ccc3c(c2)C(=O)N([C@@H](C)CO)C[C@@H](C)[C@H](CN(C)C(=O)Cc2ccccc2)OCCCC[C@@H](C)O3)cc1
  5, ., -8, -1, -12, -34, 10
CC1(C)CC2(C)CC(=O)C1C(C(=O)O)C2C(=O)O (configuration not stated)
  -4, 2, 5, -2, 0, 0, -11
O=C(COC(=O)C1=Cc2ccccc2OC1)NCc1ccccc1
  1, -11, -6, -1, 14, 3, -3
COc1ccc(C(C(=O)NCC2CCCO2)N(Cc2ccccc2)C(=O)CNC(=O)c2ccco2)cc1OC (configuration not stated)
  0, 29, 4, 3, 1, 3, -2
CC(C)Cn1c(N)c(C(=O)CSc2nnc(C3CC3)n2C2CC2)c(=O)n(C)c1=O
  -1, -7, 1, -4, 13, 1, -1
N#Cc1ccc(-c2ccc(OCC(=O)NCC(=O)Nc3ccc(F)c(F)c3F)cc2)cc1
  1, 6, 9, -3, 5, 5, -9
COc1ccc(NC(=O)c2cccc([N+](=O)[O-])c2)cc1
  -4, -6, ., -1, -30, 0, 45
COc1ccc(C(=O)O)cc1S(=O)(=O)Nc1cc(C(F)(F)F)ccc1N1CCCCC1
  7, -3, -1, 5, -4, -5, -5

Single records, as listed above:
`Cc1ccccc1-c1ccc2c(c1)O[C@H](CN(C)C(=O)Nc1ccc(F)cc1)[C@H](C)CN([C@H](C)CO)S2(=O)=O` in the list: SIRT5 inh = 16*; Statin myotox sup = -23; FN deposit inh = .; Casp6 inh = -2; LGR2 antag = 27; S100A4 MyoIIA = 4; esBAF inh = -2
`O=C(COC(=O)C1=Cc2ccccc2OC1)NCc1ccccc1` in the list: SIRT5 inh = 1; Statin myotox sup = -11; FN deposit inh = -6; Casp6 inh = -1; LGR2 antag = 14; S100A4 MyoIIA = 3; esBAF inh = -3

Other structures:
Fields – SIRT5 inh, Statin myotox sup, FN deposit inh, Casp6 inh, LGR2 antag, S100A4 MyoIIA, esBAF inh
Cc1nn(CC(=O)NC(=O)NC2CCCC(C)C2C)c(=O)c(C#N)c1C (configuration not stated)
  0, ., 2, ., 3, -5, .
O=C(NCCCn1ccnc1)C(=O)NCc1ccc(Cl)cc1
  ., 1, -18, ., ., ., 5
CC(C)c1cc(C(C)C)n2nc(N)nc2n1
  -3, -5, -4, 0, -4, -3, -3
COc1ccc(CNC(=O)C(=O)NCCC2CCCCN2S(=O)(=O)c2cccs2)cc1 (configuration not stated)
  -6, 15, 5, 1, 8, 1, 8
Cc1cc(C(=O)NCC(c2ccco2)N2CCCC2)c2ccccc2n1 (configuration not stated)
  -4, -3, -1, -1, -4, -3, -5
C=CCOc1cccc(C2C(C(=O)c3ccco3)=C(O)C(=O)N2Cc2cccnc2)c1 (configuration not stated)
  -1, 4, 2, 5, -7, -13, -7
O=C(CSc1nnc(C2CCCCC2)o1)Nc1ccccc1Cl
  0, -11, 0, 1, -22, -3, 62*
Cc1nc(C(C)NC(=O)CCc2nnc(-c3ccsc3)o2)cs1 (configuration not stated)
  -6, 0, 3, -1, -2, 3, -1
Nc1nn2c(-c3ccccc3)cc(=O)[nH]c2c1N=Nc1ccc(Br)cc1
  -3, ., -1, 3, -8, -4, .
CCn1c(COc2ccc3c(c2)CCCC3)nnc1SCC(=O)Nc1nccs1
  -2, 0, ., 3, -19, -1, -2
CC1(C)OC(c2ccccc2)=C/C(=C/C=C2C(=O)c3ccccc3C2=O)O1
  0, ., -12, 1, -9, -38, .
CC(C)(Oc1ccc(Cl)cc1)C(=O)Nc1c2c(nn1C(C)(C)C)CS(=O)(=O)C2
  -3, 15, 1, 5, -31, -4, 2
Cc1cc(O)c(Sc2ccc(Cl)cc2)c(=O)[nH]1
  -8, ., 5, 2, 6, 2, .
COCC(=O)N1C[C@H](C)[C@H](OC)CN(C)C(=O)c2cc(NC(=O)c3ccc(F)cc3)ccc2OC[C@H]1C
  1, -7, -3, 0, 8, 0, 0
CCCCNC(=O)[C@H](Cc1c[nH]c2ccccc12)NC(=O)c1ccccc1Cl
  -2, 7, ., 2, 13, -7, -6
CC(=O)N(C)C[C@@H]1Oc2ncc(C#C[C@@H](C)O)cc2C(=O)N([C@H](C)CO)C[C@@H]1C
  2, 7, -1, -1, 13, 7, 1
COc1cccc(-c2nc(CS(=O)(=O)CC(=O)NCc3ccc(Cl)cc3)c(C)o2)c1
  -2, 6, -1, -1, 5, -1, 4
Cc1cc(C)nc(SCCC(=O)Nc2ccc(F)cc2)n1
  1, 3, -21, -4, 1, -3, -9
C[C@H]1CN([C@@H](C)CO)C(=O)CCCn2nncc2CO[C@@H]1CN(C)S(=O)(=O)c1ccccc1F
  -3, 7, 2, 0, -2, -2, 0
O=C(NCCCN1CCOCC1)c1cc(-c2ccc(Br)cc2)on1
  ., 16, 20, ., 2, ., -36

Quoted at random: seven entries already listed, in no set order.
Fields – SIRT5 inh, Statin myotox sup, FN deposit inh, Casp6 inh, LGR2 antag, S100A4 MyoIIA, esBAF inh
CC1(C)OC(c2ccccc2)=C/C(=C/C=C2C(=O)c3ccccc3C2=O)O1
  0, ., -12, 1, -9, -38, .
O=C(COC(=O)C1=Cc2ccccc2OC1)NCc1ccccc1
  1, -11, -6, -1, 14, 3, -3
COc1ccc(Cn2c(C)nnc2-c2cnn(C)c2N)cc1
  0, ., -18, -2, -8, -2, .
O=C(CSc1nnc(C2CCCCC2)o1)Nc1ccccc1Cl
  0, -11, 0, 1, -22, -3, 62*
Cc1ccc(S(=O)(=O)Oc2ccc(/C=C(/NC(=O)c3ccccc3)C(=O)NCCCC(=O)O)cc2)cc1
  -3, ., ., 0, 12, -3, .
Cc1cnc(NC(=O)Cc2ccccc2Cl)s1
  -2, 1, 4, 0, -8, -6, 16
COC(=O)c1c2oc(c1C(=O)OC)C(=O)N[C@H](Cc1ccccc1)Cn1cc(nn1)CNC(=O)[C@H](Cc1ccccc1)NC(=O)N[C@@H](CO)CC2
  4, ., ., -1, ., 1, .

(more compounds)
Fields – SIRT5 inh, Statin myotox sup, FN deposit inh, Casp6 inh, LGR2 antag, S100A4 MyoIIA, esBAF inh
CC1(C(=O)Nc2ccc3c(c2)OCO3)CCN1C(=O)CC1CC1 (configuration not stated)
  0, -4, ., 1, -12, 5, -12
Cc1ccc(CNC(=O)CSc2ccsc2[N+](=O)[O-])cc1
  5, ., 5, 2, -47, -3, .
COCCNC(=O)CN1CCN(S(=O)(=O)c2ccc3c(c2)CCCC3)CC1
  2, 5, 1, -122, 6, 2, -3
CC(=O)Nc1ccc(/C=N/N2CCCCC2)cc1
  4, 4, 5, -2, -7, -23, 62*
CC1C(=O)N(Cc2cn(Cc3ccco3)nn2)CCS(=O)(=O)N1Cc1ccc(-c2ccccc2Cl)cc1 (configuration not stated)
  -5, 3, -1, 6, 17, -3, 1
O=C(C[C@@H]1CC[C@H](NC(=O)CC2CC2)[C@H](CO)O1)NCc1ccc(Cl)cc1
  0, -12, ., -2, -7, -6, -2
Cc1cccc(NC(=O)COc2ccc(/C=N\n3cnnc3)cc2)c1
  -2, ., 7, 0, 0, -1, .
O=C(N[C@@H]1CC[C@@H](CC(=O)N2CCCCC2)O[C@H]1CO)c1ccc2c(c1)OCO2
  -5, 1, ., -1, 5, -15, 0
Cc1noc(C)c1NC(=O)N(C)C[C@H]1OCc2ccccc2-c2c(n(C)c3ccccc23)C(=O)N([C@@H](C)CO)C[C@@H]1C
  3, ., -18, -2, 3, -6, 5
COc1ccc(C)cc1S(=O)(=O)N1CCN(S(=O)(=O)c2cc(C(=O)O)ccc2C)CC1
  -3, 16, -7, 3, 11, 2, -4
COc1ccc(OC(=O)N(C)C[C@H]2OCc3cn(nn3)CCCC(=O)N([C@H](C)CO)C[C@@H]2C)cc1
  -3&-1, 3&-7&-3, -5&-7, 0&-1, -43&2, 8&1, 2&-5&5
CC(C)NC(=O)Nc1ccc2c(c1)C(=O)N([C@@H](C)CO)C[C@@H](C)[C@@H](CN(C)S(=O)(=O)c1ccc(F)cc1)OCCCC[C@H](C)O2
  4, ., ., 0, 15, 0, -3
Cc1ccc(NC(=O)CCn2c(=O)[nH]c3ccsc3c2=O)cc1
  -3, 16, -9, -3, 0, 0, -7
CCCC(=O)Nc1nc2ccc(OC)cc2s1
  0, -12, -10, 1, -54, 1, 58*
OC[C@H]1[C@H](c2ccc(-c3ccccc3)cc2)[C@@H]2CN(Cc3cncnc3)CCCCN12
  0, ., ., -16, -6, -4, .
CCOc1ccc(CNCc2cccnc2)cc1
  ., 4, -4, ., ., ., -6
COc1cccc(CNC(=O)C[C@@H]2C=C[C@H](NC(C)=O)[C@@H](CO)O2)c1
  -4, 5, -1, 3, -3, -10, 0
CN(C(=O)COc1ccccc1)c1nnc(-c2cccnc2)s1
  ., 1, -7, ., ., ., -4
Cc1ccc(CN2CCNC(=O)C2CC(=O)N(C)C2CCCCC2)cc1 (configuration not stated)
  0, -5, 4, 5, -1, -4, -5

3 entries already listed, arranged by the number in LGR2 antag, high to low:
Structure | SIRT5 inh | Casp6 inh | LGR2 antag | S100A4 MyoIIA | esBAF inh
COc1ccc(C)cc1S(=O)(=O)N1CCN(S(=O)(=O)c2cc(C(=O)O)ccc2C)CC1 | -3 | 3 | 11 | 2 | -4
COCCNC(=O)CN1CCN(S(=O)(=O)c2ccc3c(c2)CCCC3)CC1 | 2 | -122 | 6 | 2 | -3
O=C(N[C@@H]1CC[C@@H](CC(=O)N2CCCCC2)O[C@H]1CO)c1ccc2c(c1)OCO2 | -5 | -1 | 5 | -15 | 0

Assay outcomes from PubChem.

These rows are one share of the data; count on the stated rates, not on these rows.
